Compound activity from PubChem BioAssay.
RAD54 branch = inhibitors of human RAD54 branch migration, primary screen, biochemical, fluorescence, single point; RAD54 Holliday junction branch migration, FAM/BHQ fluorescence; inhibition, % at 10.4 µM; 360,000 tested, 0.14% active; AID 602329, 2012;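 active = mean normalized replicate activity at least 40 and at least half of replicates scoring 40 or more; inconclusive = only one of the two criteria met; inactive = mean below 40 and under half of replicates reaching 40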;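 also: 0% = median of neutral control wells and 100% = median of positive control wells; inhibitors cause a drop in the FAM fluorescence signal; in these data hits start at about 50%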
Target sequence (Q92698 whole entry, looked up): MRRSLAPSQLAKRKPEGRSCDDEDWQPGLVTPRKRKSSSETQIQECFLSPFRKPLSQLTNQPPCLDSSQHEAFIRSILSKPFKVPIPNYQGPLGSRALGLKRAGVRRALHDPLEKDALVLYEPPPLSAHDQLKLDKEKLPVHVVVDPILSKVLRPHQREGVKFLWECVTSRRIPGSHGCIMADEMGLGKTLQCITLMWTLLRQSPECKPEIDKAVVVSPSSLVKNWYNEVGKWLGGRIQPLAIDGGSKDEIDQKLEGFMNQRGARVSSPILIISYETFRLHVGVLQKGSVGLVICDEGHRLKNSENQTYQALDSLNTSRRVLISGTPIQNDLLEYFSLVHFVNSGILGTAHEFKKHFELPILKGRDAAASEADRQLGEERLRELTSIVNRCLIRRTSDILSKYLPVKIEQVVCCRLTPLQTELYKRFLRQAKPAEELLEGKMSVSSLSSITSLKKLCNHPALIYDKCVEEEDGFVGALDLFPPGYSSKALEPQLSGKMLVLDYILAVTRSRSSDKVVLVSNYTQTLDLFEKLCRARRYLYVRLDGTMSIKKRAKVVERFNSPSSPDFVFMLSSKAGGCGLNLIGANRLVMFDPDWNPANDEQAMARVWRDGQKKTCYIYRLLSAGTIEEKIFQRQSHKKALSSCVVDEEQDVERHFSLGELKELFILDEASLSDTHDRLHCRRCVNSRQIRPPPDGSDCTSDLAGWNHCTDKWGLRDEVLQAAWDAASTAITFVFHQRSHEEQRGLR
RAD52 inh = RAD52 DNA annealing inhibitors, primary screen, biochemical, FRET, single point, set 2; recombinant RAD52 DNA annealing, FRET fluorescence; inhibition, % at 18.7 µM; 360,000 tested, 0.46% active; AID 651710, 2012;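 active = every replicate showing at least 50% inhibition; inconclusive = mean inhibition at least 50% but not in every replicate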
esBAF inh = Bmi1 luciferase reporter increase in mESCs, primary screen, esBAF inhibitor project, mouse ES cells, Bmi1 luciferase knock-in, single point. 350,000 tested, 2% active. reporter increase, % at 12.5 µM. AID 602393, 2012. 24 h; 100% = twice the neutral-well signal; in the data active = activation above about 40%; inconclusive = no clear call, values can overlap the other calls;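 also: 0% = median of the plate's neutral control wells and 100% = double that signal; a rise in the Bmi1 reporter signal indicates esBAF inhibition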
FN deposition inh = inhibitors of fibronectin matrix deposition, primary screen, AH1F cells, Alexa488-fibronectin fluorescence, plate reader | AH1F fibroblasts, overnight | inhibition, % at 12.6 µM | 350,000 tested, 0.086% active | AID 743247, 2014;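 active = mean inhibition across replicates of 30% or more, regardless of how many single replicates reach that level; inconclusive = mean under 30% yet at least half of replicates reach 30%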;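 also: positive control wells lacked labelled fibronectin entirely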
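Assay system: AH1F fibroblast monolayer, labelled fibronectin deposition. Amount: 10000 cells per well. Also added: labelled fibronectin 24 nM. Compound: single-point pinned compound. Incubation: cell attachment 1 h, compound and FN exposure overnight. Detection: fluorescence after three HBSS washes, excitation 485 nm, emission 525 nm. Read-out: inhibition of fibronectin deposition signal.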
XiGFP reactiv = activators of inactive X chromosome reactivation, primary screen, imaging, XiGFP fibroblasts, GFP high-content imaging, set 2. XiGFP mouse fibroblasts, % GFP-positive cells imaging, 3 d; cells co-treated with 5-aza-dC sensitizer; scaled so ellipticine positive control = 100%. activation, % at 7.58 µM. 360,000 tested, 0.055% active;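 active = mean normalized replicate activation at least 10% and every replicate at or above 10%; inconclusive = only one of the two criteria met; inactive = mean below 10% and not all replicates reach 10%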;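 also: 0% = median of on-plate neutral control wells and 100% = ellipticine 6 µM median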
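Material: XiGFP fibroblasts, SV40-immortalized. Buffer or medium: DMEM plus 5-aza-dC sensitizer. Compound: single concentration per compound, delivered by pin transfer. Times: 3 days compound exposure. Controls: ellipticine 6 µM.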
EWS-Fli inh = EWS/Fli-driven NR0B1 reporter inhibitors, primary screen, A673 cells, NR0B1 luciferase, luminescence, MLPCN library. viability-normalised. inhibition, % at 12.6 µM. 350,000 tested, 0.67% active;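 active = mean inhibition of at least 50% after viability correction, with every replicate also passing that limit; inconclusive = mean reaches 50% but only one of two replicates passes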;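 also: firefly luciferase signal divided by Alamar Blue viability fluorescence both relative to DMSO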
E-sel inducer = E-selectin induction in HUVECs, primary screen, imaging, HUVEC, immunofluorescence imaging, single point. normalized: neutral wells 0, TNF-alpha wells 100. activation, % at 7.58 µM. 260,000 tested, 0.37% active. AID 686992, 2013;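 active = mean E-selectin-positive cell signal at least 10% of the positive control, reached in at least 60% of replicates, without over 20% cell loss; inconclusive = no rule given, readout overlaps actives, possibly toxicity-flagged; inactive = the rest, including those meeting only one limit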;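 also: in these data hits start at about 27%; measured in HUVEC primary endothelial cells; signal is the percent of cells scored E-selectin positive by PE staining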
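System: HUVEC / Compound: single concentration / Signal: immunofluorescence imaging / Read-out: percent E-selectin-positive cells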
S100A4 MyoIIA = inhibitors of S100A4-myosin IIA peptide binding, primary screen, biochemical, fluorescence polarization, TAMRA-MyoIIA peptide; Protein S100-A4 (Homo sapiens), P26447; inhibition, % at 10.7 µM; 360,000 tested, 0.14% active; AID 652163, 2013;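 active = mean inhibition of at least 70% across replicates, with every replicate also reaching that level; inconclusive = mean inhibition reaches 70% but some replicates fall short; inactive = mean inhibition below 70%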
Target sequence (P26447 whole entry, looked up): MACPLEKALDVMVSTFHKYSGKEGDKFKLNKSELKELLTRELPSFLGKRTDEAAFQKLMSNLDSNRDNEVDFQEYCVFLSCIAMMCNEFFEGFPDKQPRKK
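Test system: S100A4 monomer protein. Medium: HEPES buffer with Ca2+, pH 7.2. Reagent: fluorescent myosin IIA peptide, 5 nM. Compound dosing: single-point compound testing. Timing: 5 min between mix addition and reading. Benchmarks: DMSO neutral and TFP positive wells.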
* marks the source's active call; other numbers are inactive results; ? = inconclusive; · = not tested or not shown; & = joins results of further samples.

structure | RAD54 branch | RAD52 inh | esBAF inh | FN deposition inh | XiGFP reactiv | EWS-Fli inh | E-sel inducer | S100A4 MyoIIA
CO[C@@H]1CN(C)C(=O)c2ccc(NC(C)=O)cc2OC[C@H](C)N(CCC(F)(F)F)C[C@@H]1C | -6.0 | 10.3 | -2.6 | -6.0 | 0.0 | -4.1 | -0.1 | -2.6
COc1cc(/C=C2\C(=N)N3N=C(S(C)(=O)=O)SC3=NC2=O)ccc1OC(=O)c1cccs1 | -3.7 | -19.2 | -14.7 | -23.6 | 0.0 | · | · | -1.9
CCC(=O)N1CC2(C1)CN(C(=O)CN1CCOCC1)[C@@H](CO)c1c2c2ccc(OC)cc2n1C | · | 7.3 | · | · | 0.2 | 0.4 | 0.3 | -1.3
CC1CCC2(CC1)NC(=O)N(CC(=O)Nc1ccc3[nH]c(=O)[nH]c3c1)C2=O (configuration not stated) | -5.5 | -2.7 | 1.6 | 0.1 | 0.4 | -0.5 | 0.0 | 5.7
CCCc1nnc(SCC(=O)N2CCCCC2C)n1CCOC (configuration not stated) | · | 5.2 | 4.1 | -2.7 | -0.1 | 6.9 | 1.9 | 0.1
CC(=O)Nc1c(N)c2ccccc2oc1=O | · | -5.0 | · | 1.4 | 0.1 | -2.3 | · | -1.6
Cc1ccc2oc(=O)c3cnn(CC(=O)N(CCC(C)C)Cc4ccco4)c3c2c1 | 3.3 | -15.5 | 8.6 | 1.2 | 0.0 | 11.3 | -0.2 | -2.4
O=C(NCc1cc([N+](=O)[O-])ccc1O)c1cccnc1Sc1ccccc1 | -7.8 | -22.5 | 2.6 | · | 0.4 | 1.9 | 0.1 | -3.2
Cc1cc(C)c(NC(=O)Cn2nnc(C(=O)NCc3ccco3)c2N)c(C)c1 | · | -11.4 | 2.1 | -9.3 | 0.1 | -3.5 | -1.5 | 6.0
S=c1[nH]nc(COc2ccccc2)n1/N=C/c1ccccc1Cl | -1.6 | -10.3 | -10.8 | 7.7 | -0.1 | -0.6 | 0.9 | 4.3
O=C(N/N=C/C=C/c1ccccc1)c1cc(C2CC2)[nH]n1 | 6.6 | -9.6 | · | -11.4 | 0.0 | 6.7 | 0.1 | 1.6
OC(C#CCN1CCCCC1)(c1ccccc1)c1ccccc1 | 7.3 | -10.6 | 0.3 | 4.9 | -0.1 | 2.9 | -0.1 | -2.7
COc1ccc(-c2ccccc2[C@@H]2[C@@H](C#N)N(C(=O)NC3CCCCC3)[C@H]2CO)cc1 | · | 7.0 | · | 6.3 | 0.1 | -1.4 | -0.1 | 9.5
CC(=O)N(C)C[C@@H]1Oc2ncc(C#CCC3CCCC3)cc2C(=O)N([C@@H](C)CO)C[C@H]1C | -1.2 | 14.7 | -0.5 | 1.8 | -0.3 | -3.0 | -5.1 | 4.4
CC(=O)N(C)C[C@@H]1Oc2ncc(-c3cncnc3)cc2C(=O)N([C@H](C)CO)C[C@H]1C | -10.9 | 0.3 | 0.5 | · | -0.4 | 0.9 | 0.0 | -18.1
CC(C)N1C(=O)CC(Nc2cccc3cccc(N)c23)C1=O (configuration not stated) | · | 6.6 | · | -11.9 | 0.0 | 1.3 | 6.1 | 0.8
CCOC(=O)COc1ccc(/C=C2\NC(=S)N(CC)C2=O)cc1 | · | 0.5 | · | 0.4 | 0.0 | 5.7 | 0.1 | -0.3
CSc1nc(C2CC2)cc(-c2cccs2)c1C#N | 4.7 | 2.2 | -10.4 | · | · | · | · | 6.4
CC=Cc1ccc2n(c1=O)C[C@@H]1[C@@H](CO)[C@H](C(=O)NCC)[C@H]2N1C(C)=O (mixture of isomers) | 0.7 | -16.0 | 0.2 | · | 0.0 | 1.6 | 0.0 | 8.6
O=C(NCCc1ccccc1)c1ccc(CS(=O)(=O)c2ccc(Br)cc2)o1 | -6.2 | -14.3 | -3.7 | -1.1 | 0.2 | -6.7 | 0.2 | 3.4
CS(=O)(=O)Nc1ccc2c(c1)[C@@H]1C[C@H](CC(=O)NCC3CC3)O[C@@H](CO)[C@@H]1O2 | -20.7 | 16.9 | 2.2 | · | 0.1 | -4.0 | 0.5 | -55.9
CCc1nc2ccc(C(=O)Nc3cc(-c4ccccc4)ccc3OC)cn2c1N(C)Cc1ccc(OC)cc1 | 7.8 | -56.9 | -0.7 | · | 0.1 | 18.0 | -0.4 | -17.1
COc1cccc(N2CCN(CC(=O)Nc3ccccc3C(=O)NCCc3ccccc3)CC2)c1 | -8.7 | -18.8 | 30.4 | -8.6 | 0.2 | -38.8 | · | 2.1
CCN(Cc1ccc2c(c1)OCCO2)C(=O)CSc1nc(C)nc2sc(C)c(C)c12 | -4.6 | -30.8 | 0.8 | 12.1 | 0.1 | 5.5 | · | -2.9
COc1ccc(CN(C)C[C@@H]2Oc3c(NC(=O)NC4CCCCC4)cccc3C(=O)N([C@H](C)CO)C[C@H]2C)cc1 | -3.1 | -4.9 | -3.7 | -0.7 | -1.1 | 12.7 | -11.6 | 16.3
COc1ccc(S(=O)(=O)Nc2ccc3c(c2)C(=O)N([C@H](C)CO)C[C@@H](C)[C@@H](CN(C)S(=O)(=O)c2ccc(OC)cc2)O3)cc1 | 1.8 | -15.4 | 1.5 | · | 0.2 | 1.7 | -0.1 | -22.3
N#C[C@H]1[C@@H](c2ccc(/C=C/c3ccccc3)cc2)[C@@H](CO)N1C(=O)C1CC1 | 4.6 | 12.5 | -6.7 | -0.6 | -0.1 | -9.1 | 0.7 | -0.5
COc1ccc2sc(N(CCCN(C)C)C(=O)c3ccc(S(=O)(=O)N(C)C4CCCCC4)cc3)nc2c1 | 5.5 | 62.7* | -32.2 | 4.8 | 0.2 | -2.0 | · | 4.9
CC1(C)Cc2ccccc2C(CSc2ccccc2C(=O)O)=N1 | -4.7 | -16.1 | 8.0 | 27.7 | 0.0 | -10.0 | 1.5 | 9.9
O=C(C[C@@H]1CC[C@@H]2[C@H](COC[C@@H](O)CN2Cc2nccs2)O1)NCc1ccccc1Cl | -3.6 | · | 0.2 | -5.1 | 0.2 | -11.1 | -0.2 | ·
Cc1ccc(S(=O)(=O)N[C@@H]2CC[C@H](CCn3cc(-c4cccnc4)nn3)O[C@H]2CO)cc1 | -4.6 | -2.8 | -2.3 | · | 0.3 | -2.3 | 2.3 | 6.5
O=C(NC(=S)Nc1ccccc1N1CCCC1)c1cccc(F)c1 | · | -27.7 | · | -2.5 | 0.1 | 17.5 | · | 1.3
CCOC(=O)N1CCC(NC(=O)CCc2c(C)nc3c(c(C)nn3-c3ccccc3)c2C)CC1 | -0.9 | -3.4 | -15.4 | -3.8 | 0.0 | -2.7 | 0.0 | -6.5
CNC[C@H]1OCCCC[C@@H](C)Oc2ccc(NC(=O)Nc3c(C)noc3C)cc2C(=O)N([C@@H](C)CO)C[C@H]1C | 7.7 | -34.9 | -0.6 | · | -1.3 | -8.1 | -0.1 | 1.0
CC(=O)c1ccc(NC(=O)COC(=O)/C=C/c2cccs2)cc1 | -7.4 | -5.1 | -2.7 | -4.3 | 0.2 | -8.2 | 0.1 | 0.4
O=C(CSc1ccc(-c2cccc([N+](=O)[O-])c2)nn1)N1CCCC1 | · | -6.1 | · | · | 0.0 | -13.1 | 0.6 | 4.6
COc1cc2c(cc1N)-c1ccc(N)cc1C2 | · | -39.8 | · | -7.5 | 0.2 | -15.3 | 1.0 | -0.6
CN1C(=O)N(CC(=O)N2CCN(S(=O)(=O)c3ccc(Cl)s3)CC2)C(=O)C12CCCCC2 | -2.4 | 1.3 | 5.2 | 0.5 | 0.0 | 2.8 | -0.3 | -0.6
CCCNC(=O)Cc1cc(=O)[nH]c(=O)[nH]1 | -0.3 | -6.6 | -3.8 | -10.5 | 0.2 | 0.3 | -0.2 | -1.6
C/C=C/c1ccc2c(c1)[C@H]1[C@H](CCN1C(=O)C1CCCC1)[C@@H](CO)N2 | · | -8.5 | · | -8.7 | 0.1 | -1.8 | 0.7 | -3.5
CN(C(=O)CSc1nnc(-c2ccco2)n1C)C1CCCCC1 | 0.8 | 2.7 | -2.7 | 8.3 | 0.2 | -3.7 | -1.3 | -4.6
O=C(Nc1ccc(Cl)cc1)N[C@@H]1CC[C@H](CCn2cc(Cc3ccccc3)nn2)O[C@@H]1CO | 3.4 | 10.2 | -0.7 | · | 0.0 | 4.4 | -1.8 | 4.6
CN(c1ccc(OCC(=O)OCC(=O)Nc2ccc(Br)cc2)cc1)S(=O)(=O)c1cccs1 | -8.1 | -11.0 | · | -2.1 | 0.0 | · | 0.2 | -0.3
COc1cc(C)ccc1OCC(=O)OCC(=O)c1ccc[nH]1 | · | -15.7 | · | -0.8 | 0.5 | 2.5 | 0.8 | 2.2
CCc1cnc(N2[C@H](C#N)[C@H](c3ccc(C4=CCCCC4)cc3)[C@H]2CO)s1 | -7.5 | -6.8 | 15.0 | 5.4 | -0.1 | -4.2 | · | -9.8
CN(CC(=O)Nc1cccc2ccccc12)C(=O)c1cccc(S(=O)(=O)N(C)C)c1 | 9.4 | 3.0 | -2.0 | -6.6 | 0.0 | 0.9 | 0.7 | -9.4
COC(=O)CCC(=O)NNC(=O)c1ccc([N+](=O)[O-])cc1 | · | -16.2 | · | · | 0.0 | 0.0 | · | 0.7
CN1CCN(C(=O)CC2C(=O)NCCN2Cc2ccc(-c3ccccc3)cc2)CC1 (configuration not stated) | · | -8.8 | · | -4.4 | -0.2 | 6.9 | · | -1.7
Cc1noc(C)c1S(=O)(=O)N(C)C[C@H]1OCCCC[C@@H](C)Oc2ccc(NS(=O)(=O)c3cccs3)cc2C(=O)N([C@@H](C)CO)C[C@H]1C | 1.2 | -93.8 | -4.6 | · | 0.0 | 1.2 | 0.3 | -8.0
O=C1CCCc2nc3c(cc21)C(O)Oc1ccccc1-3 (configuration not stated) | 8.4 | -11.9 | 8.6 | -0.1 | 0.0 | -10.2 | 3.9 | -4.3
COc1ccc(NC2CCCN(C(=O)c3cccnc3SC)C2)cc1OC (configuration not stated) | 2.0 | -1.1 | 1.8 | -1.9 | -0.1 | · | ? | 2.7
O=C(C[C@@H]1C=C[C@@H](NC(=O)c2cccnc2)[C@@H](CO)O1)NCc1ccncn1 | · | -15.4 | · | 10.5&-5.5 | 0.4&0.0 | 0.2 | 2.4 | -10.1
